# Screening results from PubChem.
# 12-LOX inh – ALOX12 (human) lipoxygenase inhibition; purified 12hLO, xylenol orange hydroperoxide absorbance; AID 1671190; P18054; Potency, µM (top dose mostly 108 µM), for inactives: at the highest dose activity change, negative = inhibition, usual class: inhibitors; 580,000 compounds, 1.1% hits; further: potency means the concentration at half of the fitted maximal effect
#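 Hydroperoxide product was detected by ferrous iron/xylenol orange as the 573 to 405 nm absorbance ratio. Arachidonic acid at 40 uM (final) was turned over for 30 min at room temperature by 150 nM human 12hLO, pH 7.0 Hepes buffer, after 15 min compound preincubation.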
# PI4K2A inh – blocks human PI4K2A kinase activity. activity change, negative = inhibition, % at 76.9 µM. 420,000 compounds, 0.13% hits. AID 1346378. purified PI4K2A, ADP-Glo luminescence, 1 h; active compounds read low; in the data active means activity change below about -50%; inconclusive means mostly about -30% to -49%;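 further: -100% = wells without enzyme as full effect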
#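 Compounds are screened against recombinant PI4K2A using PI as substrate and ATP, the latter dispensed at 300 microM. Reactions run one hour at ambient temperature before ADP-Glo detection; full inhibition defined by wells lacking enzyme.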
# GLS inhibitor – glutaminase GLS (human) inhibition; O94925; GLS enzymatic activity, qHTS titration; Potency, µM (doses to about 45.5 µM), inactives show top-dose activity change, negative = inhibition, actives largely listed as inhibitors; 410,000 compounds, 0.21% hits; AID 624170; further: potency means the concentration at half of the fitted maximal effect
# Target sequence (O94925 whole entry, looked up): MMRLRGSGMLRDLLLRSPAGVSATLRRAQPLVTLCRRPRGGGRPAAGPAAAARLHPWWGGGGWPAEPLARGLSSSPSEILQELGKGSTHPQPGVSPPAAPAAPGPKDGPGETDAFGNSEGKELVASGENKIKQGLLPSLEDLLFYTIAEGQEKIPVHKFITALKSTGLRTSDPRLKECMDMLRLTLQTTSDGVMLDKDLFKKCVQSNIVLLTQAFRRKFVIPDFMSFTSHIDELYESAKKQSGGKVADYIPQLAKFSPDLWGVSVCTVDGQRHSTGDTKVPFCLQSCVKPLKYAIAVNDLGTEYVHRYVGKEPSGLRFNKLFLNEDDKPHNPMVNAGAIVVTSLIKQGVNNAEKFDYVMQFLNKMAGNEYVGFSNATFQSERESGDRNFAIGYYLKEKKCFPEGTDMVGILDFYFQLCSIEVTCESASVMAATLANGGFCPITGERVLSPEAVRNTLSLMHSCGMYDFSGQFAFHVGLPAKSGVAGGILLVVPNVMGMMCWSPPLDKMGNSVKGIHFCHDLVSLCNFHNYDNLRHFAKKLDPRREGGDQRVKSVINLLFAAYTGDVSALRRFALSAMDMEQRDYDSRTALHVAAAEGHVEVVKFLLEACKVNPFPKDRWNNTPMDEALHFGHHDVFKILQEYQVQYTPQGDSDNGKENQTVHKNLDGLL
#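 Glutamate formation by hKGA was monitored fluorometrically using coupled glutamate oxidase, HRP and Amplex Red. Substrate was added as 1 mM L-glutamine solution; incubation was 30 min at RT after an initial read.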
# Starred values were filed as active, the others as inactive; u = inconclusive; [ ] = another dose, or the depositor's remark. Unless noted, the call rests on the fitted dose curve; in most records, active means well fitted inhibition curve with a large enough effect; inconclusive means small, poorly fitted or top-dose-only effect, or another doubt; inactive means no such curve, though single readings can be large or run the other way. Unless noted, on the % scale 0 is the no-effect control and ±100 the full control effect. Not all compounds are listed, so the mix of outcomes need not match the whole.
SMILES,12-LOX inh,PI4K2A inh,GLS inhibitor
Fc1ccc(CCn2c(Cn3c(-c4cnccn4)nc4ccccc43)nc3ccccc32)cc1,u,-3,2%
CCOC(=O)C1(C)CCCN1C(=O)c1ccc(OC)c(OC)c1 (centres undefined),18%,-6,6%
COCCNC(=O)C1(C)Cc2c(-c3cccc(C(F)(F)F)c3)ccnc2O1 (centres undefined),6%,2,1%
C[C@@H]1CN([C@@H](C)CO)C(=O)c2cc(Br)cnc2O[C@@H]1CN(C)C(=O)Nc1ccc(F)cc1,3%,-7,-1%
CCc1nc2ccc(C(=O)NCc3ccc(OC)cc3)cn2c1N(C)CCC(C)C,u,-3,16%
COc1cccc(/C=C/C(=O)OCC(=O)NC2CCCCCC2)c1,1%,-2,7%
COc1cc(C(C)n2nnc3ccccc32)ccc1O (centres undefined),-35%,-6,10%
CCOC(=O)C1CCCN(C(=O)COc2ccc(C(C)(C)C)cc2)CC1 (centres undefined),3%,0,7%
CCc1c(C)c(C#N)c2nc3ccccc3n2c1NCCCN(C)C,-21%,-3,0%
COc1ccc(OC)c(C=C2CCc3ccccc3C2=O)c1,-3%,0,0%
CC(=O)N1C[C@@H](CO)[C@@H](N(C)C(=O)c2ccco2)C[C@H]1c1ccccc1,-8%,3,-3%
CC1C(=O)N(Cc2cn(Cc3ccco3)nn2)CCS(=O)(=O)N1Cc1ccc(-c2ccccc2C(F)(F)F)cc1 (centres undefined),u,4,-20%
CCOC(=O)CN1C(=O)N2C[C@H]3CON(C)[C@H]3C[C@H]2c2ccccc21,4%,3,-13%
CC(C)N1CCCC(C)(C(=O)Nc2ccccc2)C1 (centres undefined),-1%,-2,-1%
CCOC(=O)C1=C(C)N=c2sc(=Cc3ccc(OCC(=O)O)cc3)c(=O)n2C1c1ccc(SC)cc1 (centres undefined),u,-22,u

# 3 records picked at random from the list so far, as already listed:
SMILES,12-LOX inh,PI4K2A inh,GLS inhibitor
CC1C(=O)N(Cc2cn(Cc3ccco3)nn2)CCS(=O)(=O)N1Cc1ccc(-c2ccccc2C(F)(F)F)cc1 (centres undefined),u,4,-20%
COc1cccc(/C=C/C(=O)OCC(=O)NC2CCCCCC2)c1,1%,-2,7%
CCc1nc2ccc(C(=O)NCc3ccc(OC)cc3)cn2c1N(C)CCC(C)C,u,-3,16%

# Next section.
SMILES,12-LOX inh,PI4K2A inh,GLS inhibitor
COc1cc(F)ccc1-c1cc(C(=O)Nc2cc(OC)c(OC)c(OC)c2)[nH]n1,3%,-2,-3%
Cc1ccc(S(=O)(=O)CCC(=O)OCC(=O)Nc2cccc(S(=O)(=O)N3CCCCC3)c2)cc1,-13%,-3,0%
CCOc1ccc(S(=O)(=O)NCCC(=O)N2CCN(C(C)=O)CC2)cc1,18%,2,0%
CSc1nc(N)c(C(=O)N(c2ccccc2)c2ccccc2)s1,6%,5,-14%
CCCc1c2oc(C(=O)O)cc(=O)c2cc2c(=O)cc(C(=O)O)n(CC)c12,-12%[22.9 µM],1,0%
COc1cc(C(O)c2nc(-c3ccccc3C)cs2)ccc1F (centres undefined),-4%,3,-14%
CCCCn1nnnc1C(c1cc2ccccc2o1)N1CCN(c2ccccc2F)CC1 (centres undefined),12%,-9,0%
CCCNC(=O)C1(C)CCCN(C(=O)c2cc(F)ccc2C)C1 (centres undefined),16%,5,-8%
Cc1ccc(CNc2ncnc3ccc(-c4ccc(CO)o4)cc23)o1,u,-18,14%
Cc1cc(O)c2c(O)c3c(O)cccc3cc2c1,u,-5,u
Cc1ccc(COC[C@H](CC(C)C)N2CCN(C(=O)c3cccc(C(F)(F)F)c3)CCC2=O)cc1,-4%,-6,3%
COc1cccc(C(O)c2ncc(-c3cccc4ccccc34)[nH]2)c1 (centres undefined),-15%,-3,5%
COc1cccc(C#Cc2ccc3c(c2)O[C@H](CN(C)C)[C@@H](C)CN([C@@H](C)CO)S3(=O)=O)c1,u,-11,-2%
CCC(CC)C(=O)N(C)c1c(C)nc2c(OCc3ccccc3C)cccn12,1%,3,-4%
Cn1ccc2c(-c3ccc(C(N)=O)cc3)cc3c(c21)C1CCC3C1 (centres undefined),u,-3,3%
O=C(Nc1ccccc1N1CCOCC1)c1cccc2ccccc12,-3%,-3,-3%
CN(C(=O)COC(=O)c1ccc(S(=O)(=O)N2CCCCCC2)cc1)c1ccccc1,-8%,-5,-1%
CCOC(=O)NNc1ccc(N(CC)CC(C)O)nn1 (centres undefined),-22%[22.9 µM],0,-12%
CCOC(=O)C(C(=O)OCC)C(=O)c1cccc2ccc3ccccc3c12,-13%,2,13%
CCN1C(=O)[C@@H]2[C@@H]3CN(S(=O)(=O)c4ccc(C)cc4)[C@@H](c4ccccc4Cl)[C@@H]3C(=O)C[C@@H]2C1=O,0%,1,-4%
COc1ccc(CN2C(=O)C(CC(=O)NCCCN(C)C)CC(C(=O)N(C(C)C)C(C)C)=C2C)cc1 (centres undefined),-2%,2,-10%
Cn1c(NCCc2ccncc2)nc2cc(-c3ccccc3)sc2c1=O,-4%,0,1%
CN(C(=O)c1ccccc1)C(=O)c1ccccc1,17%,0,0%
C[C@@H]1CN([C@H](C)CO)C(=O)CCCn2cc(nn2)CO[C@H]1CN(C)C(=O)Nc1ccc2c(c1)OCCO2,u,-1,1%
O=C(COC(=O)c1ccc(F)cc1Cl)NC1CC1,11%,4,8%
CC1(C(=O)NS(=O)(=O)c2ccccc2C(F)(F)F)CCN1C(=O)CC1CCCC1 (centres undefined),-28%,3,6%
CC(=O)Nc1ccc(NC(=O)C2Cc3c(-c4ccc5c(c4)OCO5)ccnc3O2)cc1 (centres undefined),-15%,-5,1%
COc1ccc(-c2ccc(C(=O)Nc3cccc(C(F)(F)F)c3)c3occc23)c(C)c1,u,-3,-4%
O=C(NCc1ccc(F)cc1)c1[nH]c(C(F)(F)F)nc1-c1ccccc1,-2%,7,-5%
CC(C)N1CCC1(C)C(=O)Nc1ccc2scnc2c1 (centres undefined),-11%,-2,1%

# Some of these compounds in order of SMILES length, lowest first.
SMILES,12-LOX inh,PI4K2A inh,GLS inhibitor
CCOC(=O)NNc1ccc(N(CC)CC(C)O)nn1 (centres undefined),-22%[22.9 µM],0,-12%
CC(C)N1CCC1(C)C(=O)Nc1ccc2scnc2c1 (centres undefined),-11%,-2,1%
CCOC(=O)C(C(=O)OCC)C(=O)c1cccc2ccc3ccccc3c12,-13%,2,13%
CCN1C(=O)[C@@H]2[C@@H]3CN(S(=O)(=O)c4ccc(C)cc4)[C@@H](c4ccccc4Cl)[C@@H]3C(=O)C[C@@H]2C1=O,0%,1,-4%

# Further compounds:
SMILES,12-LOX inh,PI4K2A inh,GLS inhibitor
COCc1c(C(=O)NCC(c2ccco2)N2CCCC2)oc2ccccc12 (centres undefined),2%,0,-2%
O=S(=O)(Nc1cccc(S(=O)(=O)N2CCCC2)c1)c1ccc(Br)cc1,-23%,-3,3%
COc1cc(OC)cc(-c2c(Sc3ccccc3)c3cc(-c4ccc(OC)nc4)ccc3n2C)c1,0%,-1,-6%
C=C1C(=O)[C@]23C[C@H]1CCC2[C@@]1(C)C(C[C@@H]3O)[C@](C)(C(=O)O)CC[C@@H]1O (some centres undefined),-21%,-21,7%
CC1(C(=O)NS(=O)(=O)Cc2ccccc2C(F)(F)F)CCN1C(=O)c1cccc(F)c1 (centres undefined),0%,-2,13%
CCN1C(=O)[C@H]2[C@@H](c3ccccc3)N[C@]3(CCCN(Cc4ccc(C)cc4)C3=O)[C@H]2C1=O,4.5µM*,3,-8%
Cc1ccc(S(=O)(=O)N2CCC(=O)N([C@H](COCc3cccc(C)c3)C(C)C)CC2)cc1,-29%,-3,0%
CC1(C)CN(Cc2ccccc2)C(=O)[C@H]1CC(=O)Nc1ccccc1,-5%,1,0%
Cc1ccc(S(=O)(=O)N2C[C@H]3[C@H]4C(=O)N(c5ccccc5)C(=O)[C@H]4C[C@H](OC(=O)NCc4ccco4)[C@@]3(O)C2)cc1,-9%,12,3%
CN(C)CCNc1cccc2sc3ccc(O)cc3c(=O)c12,-25%,3,22%
CC1(C(=O)NS(=O)(=O)c2cccs2)CCN1C(=O)c1ccccc1 (centres undefined),u,-1,0%
CC1(C(=O)NS(=O)(=O)c2ccc(Cl)cc2)CCN1C(=O)Cc1ccc(-c2ccccc2)cc1 (centres undefined),u,-6,22%
O=C(Nc1ccc2c(c1)OCCO2)C(CCc1ccccc1)N1CCN(C/C=C/c2ccccc2)CC1 (centres undefined),u,2,1%
Cc1ccc(CN2CCC[C@]3(N[C@H](c4ccccc4)[C@@H]4C(=O)N(Cc5ccccc5)C(=O)[C@@H]43)C2=O)cc1,u,-4,-5%
CCc1nc2ccc(C(=O)Nc3ccc(OC)c(OC)c3)cn2c1N(CCC(C)C)CCN(C)C,-6%,3,23%

# In the list so far, these have an NH in an aromatic ring:
SMILES,12-LOX inh,PI4K2A inh,GLS inhibitor
COc1cc(F)ccc1-c1cc(C(=O)Nc2cc(OC)c(OC)c(OC)c2)[nH]n1,3%,-2,-3%
COc1cccc(C(O)c2ncc(-c3cccc4ccccc34)[nH]2)c1 (centres undefined),-15%,-3,5%
O=C(NCc1ccc(F)cc1)c1[nH]c(C(F)(F)F)nc1-c1ccccc1,-2%,7,-5%

# New compounds follow:
SMILES,12-LOX inh,PI4K2A inh,GLS inhibitor
CCCCOc1ccc(S(=O)(=O)NC(=O)C2(C)CCN2C(=O)CCc2ccccc2)cc1 (centres undefined),1%,0,1%
C[C@H]1CN([C@@H](C)CO)C(=O)CCCn2nncc2CO[C@@H]1CN(C)S(=O)(=O)c1ccc(Oc2ccccc2)nc1,0%,7,-6%
O=C(OCc1cn([C@H]2CN(C(=O)c3cccs3)[C@@H](c3ccccc3)C[C@@H]2O)nn1)c1ccccc1,u,-5,-2%
CCN(CC)C(=O)C1=C(C)N(Cc2ccc(C(C)(C)C)cc2)C(=O)C(CC(=O)NCCc2ccccn2)C1 (centres undefined),2%,-8,-1%
CC(C)CCn1nc(C(=O)OCC(=O)NC(C)c2ccccc2)c2ccccc2c1=O (centres undefined),u,3,1%
COc1cc(OC)c(NC(=O)CC2SC(N)=NC2=O)cc1Cl (centres undefined),-13%,4,-4%
CN(c1cccc(F)c1)c1cc2c(c3c1ccn3C)C1CCC2O1 (centres undefined),u,3,-7%
Cc1cc(CNC[C@H]2O[C@@H](n3cnc4c(N)ncnc43)[C@H](O)[C@@H]2O)no1,-5%,-11,1%
Brc1ccc([C@H]2C=C[C@H]3CCCN4CC[C@H]2[C@@H]3[C@]42CO2)cc1,u,2,13%
O=C(Nc1ccccc1)c1cccc2c(-c3cccnc3)coc12,-27%,1,-11%
COc1ccc(NC(=O)C2(C)CCN2Cc2csc3ccccc23)cc1OC (centres undefined),-4%,-1,-3%
CN(C)Cc1csc(Nc2ccc(C(F)(F)F)cn2)n1,2%,-6,25%
Cc1cc(F)ccc1NC(=O)c1ccc(NS(=O)(=O)c2cccs2)cc1,4%,-1,-4%
CN1OC[C@@H]2CN(C(=O)CCc3ccccc3)[C@H](c3ccc(-n4ccnc4)cc3)C[C@@H]21,0%,-1,0%
CC(C)c1ccc(-n2nnnc2SCc2nc(N)nc(N)n2)cc1,6%,2,6%
COc1ccc(CNC(=O)COC(=O)c2cc(C)oc2C)cc1,1%,-5,1%
CC1(C(=O)NS(=O)(=O)c2ccccc2)CCN1C(=O)c1ccccc1CCc1ccccc1 (centres undefined),-4%,1,15%
CCCCN1C(=O)C(=O)NC[C@@H]1CC1CCCCC1,-8%,1,-2%
O=C(NCc1cccnc1)C1Cc2c(-c3ccc(Cl)cc3)ccnc2O1 (centres undefined),u,-1,-8%
COc1ccc(NC(=O)C2Cc3c(-c4ccc(NC(C)=O)cc4)ccnc3O2)cn1 (centres undefined),u,-3,4%
CCCNC(=O)C1(C)CCCN(CCOc2ccccc2)C1 (centres undefined),-3%,-2,-6%
CNc1nc(NCc2cccc(OC)c2)c2sccc2n1,-29%,1,-4%
N#Cc1cccc(NC(=O)c2cc(C3CCCCN3C(=O)CCc3ccccc3)on2)c1 (centres undefined),7%,-2,-4%
COc1ccc(C(=O)N2CCCC(c3cc(C(=O)NCc4ccc(F)cc4)no3)C2)cc1 (centres undefined),-4%,2,0%
Cc1ccccc1CNC(=O)c1[nH]c(C(F)(F)F)nc1-c1ccccc1,0%,4,0%
CC(C)n1nnnc1C1c2ccccc2C(=O)N1CCc1ccc(O)cc1 (centres undefined),23%,5,19%
COc1cccc(CNc2nc3cc(-c4ccsc4)sc3c(=O)n2C)c1OC,13%,0,5%
CNC(=O)C[C@H]1C(=O)N(CCc2ccccc2)C[C@@H]1C,14%,-6,-3%
COc1ccccc1CCNC(=O)c1c(N)[nH]c(C(=O)c2ccccc2)c1-c1ccc(Br)cc1,-9%,2,2%
CC(=O)NCCNC(=O)C1(C)Cc2c(-c3cccc(C(N)=O)c3)ccnc2O1 (centres undefined),7%,8,-2%
